Source: PubChem (The Scripps Research Institute Molecular Screening Center)
SIAE inh: blocks human sialic acid acetylesterase | Q9HAT2 | hit rate 0.69% among 370,000 | SIAE FP-Rh probe binding, fluorescence polarization | inhibition, % at 9.66 µM;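 active = inhibition above a cutoff: mean of compounds within the control limits plus 3 SD of those, cut at about 17% in these data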;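 note: 0% = plate median of compound wells and 100% = probe without SIAE protein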
TCR-CD3 inh: human TCR-CD3 binding inhibition; inhibition, % at 9.4 µM; hit rate 0.37% among 360,000; AID 651800; TAMRA-labeled TCR probe fluorescence, biochemical; in the data active = inhibition above about 19%;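 note: recombinant mutant TCR 2C K166C tagged with TAMRA read by polarization; 0% = receptor in buffer alone and 100% = receptor with positive control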
TDP2 absorb: TDP2 (human) inhibition, absorbance primary screen. O95551. recombinant TDP2, T5PNP hydrolysis, p-nitrophenol absorbance 415 nm. inhibition, % at 12.8 µM. hit rate 0.34% among 370,000. AID 720702;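 active = inhibition above the mean of all tested compounds plus 3 SD, set per campaign, cut at about 25% in these data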;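 note: 0% = DMSO with enzyme and 100% = buffer with substrate but no TDP2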
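Evaluation: % inhibition relative to enzyme-containing and enzyme-free wells. Material: recombinant human TDP2. Benchmarks: enzyme-free and DMSO wells. Timing: enzyme reaction with compound for 2 h at 37 °C. Compound dosing: 12.8 µM only. Measured by: p-Nitrophenol epi absorbance. Reagent: T5PNP substrate at 5 mM, a TopII-DNA adduct mimic. Replication: single well per compound.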
ABHD4 inh: ABHD4 (mouse) inhibition, primary FP screen; Q8VD66; purified mABHD4, FP-Rh probe fluorescence polarization; inhibition, % at 8.92 µM; hit rate 0.54% among 370,000; AID 720543;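 active = inhibition exceeding the mean over every tested compound plus 3 SD, cut at about 30% in these data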;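 note: 0% = plate median of compound wells and 100% = S159A mutant with DMSO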
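System: mouse ABHD4 enzyme, wild type / Medium: HEPES pH 7.0, NaCl, Pluronic buffer / Reagent: FP-Rh activity-based fluorescent probe / Control set: S159A mutant high control, sample median low control / Detection: fluorescence polarization with parallel and perpendicular emission, 525/598 nm / Schedule: 45 min + 60 min at 25 °C / Compound dosing: 8.92 µM, single dose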
HTRA1 inhibitor: inhibitors of human serine peptidase HTRA1; Q92743; recombinant HTRA1, FP-rhodamine activity-based probe, fluorescence polarization; inhibition, % at 5.96 µM; hit rate 0.5% among 340,000; AID 504803; in the data active = inhibition above about 36%;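 note: 0% = enzyme with DMSO and 100% = wells lacking enzyme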
Target sequence (Q92743 whole entry, looked up): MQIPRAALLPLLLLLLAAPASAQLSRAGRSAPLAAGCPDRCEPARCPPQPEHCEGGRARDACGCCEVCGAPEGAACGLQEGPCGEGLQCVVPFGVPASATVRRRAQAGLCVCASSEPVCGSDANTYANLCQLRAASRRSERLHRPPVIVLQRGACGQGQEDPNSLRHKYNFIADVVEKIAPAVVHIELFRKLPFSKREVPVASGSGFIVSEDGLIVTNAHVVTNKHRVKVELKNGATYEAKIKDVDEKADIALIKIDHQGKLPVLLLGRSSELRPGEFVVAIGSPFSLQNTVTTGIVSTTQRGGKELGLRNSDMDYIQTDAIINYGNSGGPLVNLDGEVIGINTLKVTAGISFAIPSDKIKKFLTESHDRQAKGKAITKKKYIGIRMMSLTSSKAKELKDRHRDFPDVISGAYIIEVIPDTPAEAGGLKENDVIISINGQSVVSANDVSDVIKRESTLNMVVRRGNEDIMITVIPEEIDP
LEDGF integ inh: blocks HIV-1 LEDGF/p75-dependent DNA integration. TR-FRET IN-LEDGF/p75 DNA integration, Eu/Cy5. inhibition, % at 3.7 µM. hit rate 0.64% among 370,000. AID 743269;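 active = inhibition above the screen-wide mean plus 3 SD, cut at about 13% in these data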;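 note: signal is the Cy5 over europium emission ratio at 671 and 618 nm; 0% = plate median of compound wells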
PG9 binder: small molecules binding HIV-1 gp120 antibody PG9; AID 624416; TR-FRET gp120-PG9 antibody binding; inhibition, % at 6.7 µM; hit rate 0.43% among 360,000; in the data active = inhibition above about 8.5%
UHRF1 MBD2 ctr: UHRF1 methyl-DNA binding inhibition | hit rate 0.75% among 370,000 | Q96T88 | UHRF1 binding to methylated oligo, TR-FRET | inhibition, % at 4.4 µM; in the data active = inhibition above about 21%;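 note: UHRF1 SRA domain binding a hemimethylated CpG hairpin DNA probe; 0% = median of test compound wells and 100% = reference inhibitor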
Tn7 DDE FP: disrupts Tn7 cyclic peptide binding to fibrin D-Dimer-E complex; P02675; FP displacement of FITC-Tn7 peptide from fibrin DD(E); 0% = median of compound wells per plate; inhibition, % at 8.3 µM; hit rate 0.13% among 370,000;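 active = inhibition above the mean of compounds falling within the control limits plus 3 SD of them, cut at about 14% in these data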;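 note: 0% = plate median of compound wells and 100% = 10 µM Aha-Tn7 peptide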
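Assay system: Human clot-derived fibrin DD(E) complex | Buffer or medium: Tris/NaCl/CaCl2 buffer, pH 7.8 | Repeats: One replicate per compound | Benchmarks: Aha-Tn7 high control | Measure: % inhibition scaled between sample-field median and high-control FP | Schedule: 10 min plus 3 h, room temperature | Signal: Fluorescence polarization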
PRMT1 inh: inhibitors of human PRMT1; recombinant PRMT1, activity-based probe fluorescence polarization; inhibition, % at 2.79 µM; hit rate 1.3% among 370,000;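 active = inhibition above about 21% made by adding two undisclosed values, limit read from the data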
Target sequence (Q99873 whole entry, looked up): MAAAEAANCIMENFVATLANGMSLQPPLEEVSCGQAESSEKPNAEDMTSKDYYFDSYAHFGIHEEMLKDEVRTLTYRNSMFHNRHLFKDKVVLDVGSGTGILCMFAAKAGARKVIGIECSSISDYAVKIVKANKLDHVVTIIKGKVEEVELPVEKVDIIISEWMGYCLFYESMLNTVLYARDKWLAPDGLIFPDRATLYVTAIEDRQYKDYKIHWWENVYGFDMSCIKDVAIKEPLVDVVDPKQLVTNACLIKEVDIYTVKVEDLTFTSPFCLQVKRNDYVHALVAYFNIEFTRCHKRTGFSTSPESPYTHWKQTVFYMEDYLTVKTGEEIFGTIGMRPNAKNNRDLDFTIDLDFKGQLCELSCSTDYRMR
The depositor's hits bear a star; x = not tested or not shown.

SIAE inh	TCR-CD3 inh	TDP2 absorb	ABHD4 inh	HTRA1 inhibitor	LEDGF integ inh	PG9 binder	UHRF1 MBD2 ctr	Tn7 DDE FP	PRMT1 inh	mol
-4	7	3	-2	-13	4	-1.4	-3	-3	2	O=C(Cn1cc(C(=O)c2ccco2)c2ccccc21)NCc1ccco1
0	12	-2	4	7	1	-0.9	-5	-6	1	COc1ccc(/C(O)=C2\C(=O)C(=O)N(CCN(C)C)C2c2cccc(OC)c2OC)cc1 (centres undefined)
3	2	3	-6	4	-2	-0.9	-2	-2	0	COc1ccccc1C(=O)n1nc(-c2cccnc2)nc1NCc1ccccc1
1	4	1	-2	2	0	-0.4	-2	9	-3	CC(CCc1ccccn1)C(=O)c1ccccc1 (centres undefined)
-9	3	-3	1	-1	-1	1.0	2	3	7	Cn1c(=O)cc(SCC(=O)N2CCN(Cc3ccc4c(c3)OCO4)CC2)c2ccccc21
5	-5	3	1	-1	-3	-1.2	3	3	2	CCOc1ccc(NC(=O)CSc2nc3ccccc3c(=O)n2CCCC(=O)NCCCN2CCCC2=O)cc1
3	6	-2	-3	6	4	1.4	1	-1	-4	O=C(NCc1cccnc1)/C(=C/c1ccc([N+](=O)[O-])cc1)NC(=O)c1ccccc1
8	-3	-8	-5	1	-1	0.9	4	4	3	O=C(NNS(=O)(=O)c1ccc(F)cc1)c1ccccc1O
-9	-3	-12	-3	4	-2	2.2	12	3	5	CCC(C)(C)NC(=O)CN(Cc1cccs1)C(=O)CNS(=O)(=O)c1ccc(C)cc1
-6	3	-2	3	-1	-6	-1.9	-1	1	-1	CN(C)S(=O)(=O)Nc1cc(F)cc(F)c1
-1	-3	-11	6	1	-5	-0.4	1	-3	2	CCn1c(=O)c2sccc2n(CC(=O)NCCC2=CCCCC2)c1=O
3	8	-3	-3	5	2	-1.2	-2	4	-3	Cc1cc(C)n(CCC(=O)N2CCN(S(=O)(=O)c3ccccc3)CC2)n1
-4	-7	-8	-2	8	-2	0.6	4	0	1	O=C(O)CC1(CC(=O)NCc2cccc(Cl)c2)CCCCC1
-3	0	4	4	-14	-1	0.5	0	4	1	CNC(=O)c1[nH]cnc1C(=O)Nc1ccccc1
0	-5	1	11	-4	0	-0.2	2	10	1	CCn1cc(C(=O)O)c(=O)c2cc(F)c(N3CCN(S(=O)(=O)c4ccc(NC(=O)OC)cc4)CC3)cc21
3	4	0	1	6	3	-1.0	-1	4	-4	CCCCN(C(=O)Nc1ccccc1)C1CCS(=O)(=O)C1 (centres undefined)
1	5	2	4	3	-1	-0.6	4	7	1	O=C(Cc1cccc2ccccc12)Nc1nc(-c2cccc([N+](=O)[O-])c2)cs1
2	2	12	8	1	1	0.2	5	-5	1	CC(C)(C)OC(=O)CNC(=O)c1nc[nH]c1C(=O)N1CCNCC1
-5	-9	-2	3	6	-4	-1.6	1	-1	-3	O=C(CN1CCN(C(=O)c2ccco2)CC1)Nc1ccc(Br)cc1
-2	10	-7	1	3	3	-0.4	-2	-4	0	COc1ccc(/C=C(/NC(=O)c2cccs2)C(=O)NC(C)(C)C)cc1OC
-1	1	-1	7	2	-1	-0.9	-2	3	-5	O=C(NCCCN1CCOCC1)c1ccc(S(=O)(=O)N2CCOCC2)cc1
2	5	-5	7	2	0	-0.5	-1	0	2	O=C(COC(=O)Cc1n[nH]c(=O)c2ccccc12)Nc1ccc(Cl)cc1F
3	-6	0	-1	6	-5	0.6	1	3	3	CN(C)c1nc2c(c(=O)[nH]c(=O)n2C)n1CCCc1ccccc1
3	5	-6	3	-2	1	-0.9	-4	10	-1	CCC1=NC(c2ccccc2Cl)N(O)C1(C)C (centres undefined)
1	3	-7	2	6	0	-1.4	0	1	2	O=C(N/N=C1\C2CN3CCN(C2)CC1(c1ccccc1)C3)Nc1ccccc1
-5	9	11	-7	-49	3	-1.2	-1	-9	1	O=C1CC(/C=C/c2ccc(Cl)cc2)=Nc2ccccc2N1
-2	2	-4	-6	-3	-1	-0.1	1	10	0	O=C(NC1CCCC1)C(c1ccc(F)cc1)N(Cc1ccc(F)cc1)C(=O)c1ccn[nH]1 (centres undefined)
4	-2	-22	-3	1	5	-3.2	1	-1	-1	COc1cccc(CN2CCN(CCCc3ccccc3)C(CCO)C2)c1OC (centres undefined)
-12	5	0	-11	-39	-3	-3.4	-4	-6	0	Cc1ccc(N(C(C)C(=O)Nc2cc(Cl)ccc2Oc2ccccc2)S(C)(=O)=O)cc1 (centres undefined)
-2	-2	-5	-10	0	6	0.8	2	-4	4	CC(C)C(=O)Nc1cccc(C(=O)NCCc2ccc(S(N)(=O)=O)cc2)c1

Reformatted as labelled records: part of the list above.
SMILES: CN(C)S(=O)(=O)Nc1cc(F)cc(F)c1
  SIAE inh: -6
  TCR-CD3 inh: 3
  TDP2 absorb: -2
  ABHD4 inh: 3
  HTRA1 inhibitor: -1
  LEDGF integ inh: -6
  PG9 binder: -1.9
  UHRF1 MBD2 ctr: -1
  Tn7 DDE FP: 1
  PRMT1 inh: -1
SMILES: Cc1ccc(N(C(C)C(=O)Nc2cc(Cl)ccc2Oc2ccccc2)S(C)(=O)=O)cc1 (centres undefined)
  SIAE inh: -12
  TCR-CD3 inh: 5
  TDP2 absorb: 0
  ABHD4 inh: -11
  HTRA1 inhibitor: -39
  LEDGF integ inh: -3
  PG9 binder: -3.4
  UHRF1 MBD2 ctr: -4
  Tn7 DDE FP: -6
  PRMT1 inh: 0

More entries:
SIAE inh	TCR-CD3 inh	TDP2 absorb	ABHD4 inh	HTRA1 inhibitor	LEDGF integ inh	PG9 binder	UHRF1 MBD2 ctr	Tn7 DDE FP	PRMT1 inh	mol
-2	5	-18	-1	1	-2	-3.5	1	-5	-4	O=C(N/N=C/c1cc2ccccc2[nH]1)c1ccccc1Cl
1	3	1	0	5	2	-0.3	4	-3	1	O=C(O)c1ccc(F)c(S(=O)(=O)Nc2ccccc2Cl)c1
-6	-1	13	5	-1	-2	0.0	0	0	-3	Cc1ccc(C(=O)NNC(=O)CSc2nnc3c(n2)[nH]c2ccc(F)cc23)cc1
-18	2	-18	-10	4	4	-0.8	2	-6	-2	COc1ccccc1CNC(=O)COC(=O)c1ccco1
-2	-7	0	-10	x	3	-2.2	-7	1	6	CC(=O)Nc1cc(-c2ccsc2)cn2c(-c3ccc(F)cc3)cnc12
2	2	8	-3	-9	0	-2.0	0	10	-1	CCCCn1nc2cc(C(=O)NCc3ccccc3)ccc2c1OCC
5	1	-16	14	-2	-10	1.1	-1	3	6	O=C(O)c1cc(-c2cccc3ccccc23)nc2ccccc12
0	-4	-5	-6	1	-2	0.4	3	5	2	Nc1ccc(NC(=O)c2cccs2)c(Cl)c1
-5	-5	3	8	4	-3	-1.0	2	2	-1	CCn1ncc(/C=C/C(=O)C2CC2)c1C
-8	-12	5	-1	-2	-2	-0.8	1	-3	5	O=S(=O)(NCCc1csc(-c2cccnc2)n1)c1ccc(F)cc1
-7	0	2	2	4	-3	-1.6	0	0	-1	COc1ccc(S(=O)(=O)Nc2ccc(Cl)cn2)cc1
4	0	-4	2	6	-4	-0.9	-2	4	0	Cc1c(C)n(Cc2ccccc2)c2ccc(C(=O)NCCN3CCOCC3)cc12
2	2	-4	8	5	2	-0.3	2	-1	-3	COc1ccc(NC(=O)CNc2cc(S(=O)(=O)N3CCOCC3)ccc2N2CCOCC2)c(OC)c1
2	1	3	-8	-7	-1	-3.6	-1	2	0	CCCC(=O)Nc1nn(C)c2nc3c(C)cccc3cc12
7	2	3	3	2	2	1.9	-6	-8	-3	CCOC(=O)CCSc1nc(C)c2cc(C)ccc2n1
-7	-7	-5	-18	-4	1	2.4	2	0	0	NC(=O)CC(NC(=O)c1ccccc1)c1ccc(NCCOc2ccccc2)c([N+](=O)[O-])c1 (centres undefined)
-10	-5	-10	0	-6	-4	0.8	1	4	1	Fc1ccc(-c2nnc(Cc3nnc(-c4ccc(F)cc4)o3)o2)cc1

Arranged by number of heavy atoms (low to high): some entries from above.
SIAE inh	TCR-CD3 inh	TDP2 absorb	ABHD4 inh	HTRA1 inhibitor	LEDGF integ inh	PG9 binder	UHRF1 MBD2 ctr	Tn7 DDE FP	PRMT1 inh	mol
-3	0	4	4	-14	-1	0.5	0	4	1	CNC(=O)c1[nH]cnc1C(=O)Nc1ccccc1
2	2	12	8	1	1	0.2	5	-5	1	CC(C)(C)OC(=O)CNC(=O)c1nc[nH]c1C(=O)N1CCNCC1
-1	1	-1	7	2	-1	-0.9	-2	3	-5	O=C(NCCCN1CCOCC1)c1ccc(S(=O)(=O)N2CCOCC2)cc1
